KDM5B inhibitor – blocks human KDM5B histone demethylase activity. hit rate 2.6% among 220,000. Potency, µM (series often up to 57.7 µM), inactives show top-dose activity change, negative = inhibition, most hits filed as inhibitors. Q9UGL1. AID 1347165. KDM5B demethylase, FDH-coupled NADH fluorescence (FDH is formaldehyde dehydrogenase); active = well fitted inhibition curve with a large enough effect; inconclusive = small, poorly fitted or top-dose-only effect; inactive = no such curve, though single readings can be large or run the other way; note: 0% is about no effect; nearly all actives have a fitted effect of over 70% in size
Target sequence (Q9UGL1 whole entry, looked up): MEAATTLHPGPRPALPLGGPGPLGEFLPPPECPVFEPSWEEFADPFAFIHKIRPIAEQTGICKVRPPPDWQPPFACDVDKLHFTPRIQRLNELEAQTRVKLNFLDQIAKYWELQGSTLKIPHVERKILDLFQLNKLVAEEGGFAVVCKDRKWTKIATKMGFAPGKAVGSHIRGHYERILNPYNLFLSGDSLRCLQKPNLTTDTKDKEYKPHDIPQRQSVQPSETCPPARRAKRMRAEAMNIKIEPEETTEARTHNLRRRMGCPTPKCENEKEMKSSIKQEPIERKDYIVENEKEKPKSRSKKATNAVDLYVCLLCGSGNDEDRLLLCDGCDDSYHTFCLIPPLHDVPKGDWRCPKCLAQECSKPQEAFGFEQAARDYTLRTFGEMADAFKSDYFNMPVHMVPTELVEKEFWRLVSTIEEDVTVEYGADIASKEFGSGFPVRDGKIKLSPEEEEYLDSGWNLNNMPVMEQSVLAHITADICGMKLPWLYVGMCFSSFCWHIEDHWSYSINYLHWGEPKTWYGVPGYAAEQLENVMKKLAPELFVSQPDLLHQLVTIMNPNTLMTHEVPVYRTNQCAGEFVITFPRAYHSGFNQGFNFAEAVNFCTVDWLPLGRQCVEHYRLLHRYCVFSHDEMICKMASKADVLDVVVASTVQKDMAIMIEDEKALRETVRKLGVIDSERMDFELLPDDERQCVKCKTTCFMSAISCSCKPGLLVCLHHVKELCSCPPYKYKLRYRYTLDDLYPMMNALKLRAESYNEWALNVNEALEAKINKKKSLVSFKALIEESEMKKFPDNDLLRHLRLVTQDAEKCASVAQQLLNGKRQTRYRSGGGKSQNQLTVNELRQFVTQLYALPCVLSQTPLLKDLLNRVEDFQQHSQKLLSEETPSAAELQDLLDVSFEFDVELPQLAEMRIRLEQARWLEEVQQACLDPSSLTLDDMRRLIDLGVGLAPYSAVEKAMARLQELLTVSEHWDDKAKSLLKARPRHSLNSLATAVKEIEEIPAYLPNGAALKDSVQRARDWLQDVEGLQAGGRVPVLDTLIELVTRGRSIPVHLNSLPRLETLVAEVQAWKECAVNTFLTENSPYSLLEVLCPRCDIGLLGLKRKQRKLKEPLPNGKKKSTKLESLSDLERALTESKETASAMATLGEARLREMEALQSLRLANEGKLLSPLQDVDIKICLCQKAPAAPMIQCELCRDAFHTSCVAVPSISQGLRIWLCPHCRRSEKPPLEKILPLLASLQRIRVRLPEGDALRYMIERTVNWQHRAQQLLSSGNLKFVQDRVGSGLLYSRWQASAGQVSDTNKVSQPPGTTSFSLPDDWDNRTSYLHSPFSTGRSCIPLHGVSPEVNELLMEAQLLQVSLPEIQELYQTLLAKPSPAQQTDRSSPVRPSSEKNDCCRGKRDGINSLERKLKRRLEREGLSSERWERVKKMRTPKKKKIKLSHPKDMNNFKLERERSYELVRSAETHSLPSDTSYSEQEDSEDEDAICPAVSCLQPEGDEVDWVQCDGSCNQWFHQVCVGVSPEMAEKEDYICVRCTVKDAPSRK
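qHTS format, multiple compound concentrations. Buffer 50 mM HEPES pH 7.5/0.01% Tween-20; 200 nM KDM5BΔAP final; 10 min compound preincubation; substrate-mix levels 12.5 µM peptide, 25 µM α-KG, 0.25 mM NAD⁺; 30 min RT; ΔRFU.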
The depositor's hits bear a star; ? = inconclusive; [ ] = another dose, or the depositor's remark. Potency is the fitted concentration of half-maximal effect. Some of the compounds tested (hit frequency here may not be typical).

canonical_smiles	KDM5B inhibitor
CCCCSCCCNC(=O)c1cn(CC)c2ccc(S(=O)(=O)N3CCOCC3)cc2c1=O	-24%
COc1ccccc1-c1nnc([C@H]2CCN(C(C)=O)C2)o1	?
Cc1cccc(N2CCN(C(=O)c3ccc4c(c3)N(Cc3cccc(Cl)c3)C(=O)c3ccccc3S4=O)CC2C)c1 (centres undefined)	-16%
CC(C)Cc1cn(CC2CCCN(C(=O)c3ccc4c(c3)CCO4)C2)nn1 (centres undefined)	15%
Fc1cccc(-c2nnn3c2nc(NCc2ccc4c(c2)OCO4)c2ccccc23)c1	-44%
CNC(=O)NC(=O)CSc1cc(C)c2cccc(C)c2n1	16%
N#Cc1ccc(CN2CCn3c(nn(-c4ccc(F)cc4F)c3=O)C2)cc1	?
CC(SC(C)c1c(F)cccc1F)C(=O)NC(N)=O (centres undefined)	21%
Cc1ccc(-c2ccc(=O)n(CC(=O)Nc3c(C)cccc3C)n2)cc1S(=O)(=O)N1CCCCC1	4%
Cc1noc(C)c1[S+](=O)([O-])N1CCC2(CC1)CC(=O)N(c1ccccc1)c1ccccc1O2	-18%
N#Cc1ccccc1COC(=O)C1(c2ccccc2)CC1	-6%
Cc1cc(C(=O)N[C@H]2[C@H](O)[C@H](O)C[C@@H]2c2ccccc2)c(C(F)(F)F)o1	10%[86.2 µM]
CCN1C(=O)CCN(Cc2cccc(OC)c2OC)CC12CCOCC2	-10%
O=C(O)c1cc(-c2ccc(Br)s2)nc2ccccc12	?
Cc1ccc(NC(=O)c2ccc3c(=O)n4nc(Nc5ccccc5C)sc4nc3c2)cc1C	6%
Cc1cc(C)c(S(=O)(=O)Nc2ccc(S(=O)(=O)C3CCCC3)cc2)c(C)c1	-8%
O=[N+]([O-])c1cc(S(=O)(=O)Nc2ccccc2NS(=O)(=O)c2cccs2)ccc1Cl	-22%
Cc1cc(C)n(-c2ccc(C(=O)OCC(=O)NC(=O)NC3CCCC3)cc2)n1	-14%
Cc1nn(CCC(=O)Nc2cccc(C#N)c2)c(C)c1S(=O)(=O)N1CCCCC1	-14%
CC1CCCN(c2ccc3ncccc3c2[N+](=O)[O-])C1 (centres undefined)	10%

Remaining list, next part.
canonical_smiles	KDM5B inhibitor
COc1ccc(-c2nc3scc(CCNS(=O)(=O)c4cccc(C(C)=O)c4)n3n2)cc1	7%
COC(=O)Cn1c(SC(C)C(=O)c2ccc(F)c(F)c2)nc2ccccc2c1=O (centres undefined)	20%
COc1ccc(C(=O)N2[C@@H]3CC[C@H]2CC(NC(=O)c2ccncc2)C3)cc1 (some centres undefined)	-13%
CCc1ccc(NC(=O)CN(c2ccc(OC)cc2)S(=O)(=O)c2c(C)[nH]c(=O)[nH]c2=O)cc1	13%[11.5 µM]
O=C1NCCOCCN(S(=O)(=O)c2cccs2)[C@@H]2CCCC[C@H]12	15%
O=C(CSc1nc2ccccc2s1)Nc1cc(F)ccc1F	20%
O=C(CCC1CCN(S(=O)(=O)N2CCCC2)CC1)Nc1ccccc1Cl	39%[activator]
O/N=C/c1ccccc1OCc1ccccc1	-9%
CN(CC1CCOC1)C(=O)Nc1ccccc1Cl (centres undefined)	15%
CCOc1ccc2[nH]c3c(=O)n(CCc4ccc(OC)cc4)cnc3c2c1	?
CCOc1ccccc1NC(=O)NNC(=O)COc1cccc(C)c1C	28%
CCCC(=O)N1CCC2(CC1)CC(N(Cc1ccc(F)cc1)C1CC1)CCO2 (centres undefined)	-2%
O=C(C1CCCC1)N1CCN(c2nc3ncccc3o2)CC1	32µM*
COc1ccccc1Oc1ncccc1CNCc1c(F)cccc1Cl	-24%
CCOc1ccccc1C1NC(=O)N(CC(=O)Nc2ccccc2C(C)C)C2=C1C(=O)OC2 (centres undefined)	26%
CC(C)(C)C(=O)N1CCC2(CC1)OCC(C(=O)NCc1ccco1)N2C(=O)c1ccc(F)cc1 (centres undefined)	3%
O=C1c2oc3ccc(F)cc3c(=O)c2C(c2cccc([N+](=O)[O-])c2)N1CCCN1CCOCC1 (centres undefined)	-25%
COc1ccc(C(=O)CSc2nnc(CNC(=O)c3ccc(OC)c(OC)c3)n2C)cc1	9%
C1CCC2(CC1)C(OCC1CC1)CN2C1CCNCC1 (centres undefined)	21%
CCN1CNC(=S)N(c2cccc(C)c2)C1	19%

Of the compounds above, 6 have two or more sulfur atoms:
canonical_smiles	KDM5B inhibitor
CCCCSCCCNC(=O)c1cn(CC)c2ccc(S(=O)(=O)N3CCOCC3)cc2c1=O	-24%
Cc1cc(C)c(S(=O)(=O)Nc2ccc(S(=O)(=O)C3CCCC3)cc2)c(C)c1	-8%
O=[N+]([O-])c1cc(S(=O)(=O)Nc2ccccc2NS(=O)(=O)c2cccs2)ccc1Cl	-22%
COc1ccc(-c2nc3scc(CCNS(=O)(=O)c4cccc(C(C)=O)c4)n3n2)cc1	7%
O=C1NCCOCCN(S(=O)(=O)c2cccs2)[C@@H]2CCCC[C@H]12	15%
O=C(CSc1nc2ccccc2s1)Nc1cc(F)ccc1F	20%

(next part)
canonical_smiles	KDM5B inhibitor
COc1ccc2c(c1)c1c(c(=O)n(-c3cccc(C)c3)c(=O)n1CC(=O)NCCC1=CCCCC1)n2C	?
CC(=O)N1CCc2nc(C(C)C)nc(-c3ccc(O)cc3)c2C1	18%[86.2 µM]
CCCOc1c(C(=O)OC)sc2ccc(NC(=O)c3ccccc3)cc12	-20%
CCN(CC)C(=O)CSc1nn(C)c2nc3c(c(=O)n12)C(C)(CC)Cc1ccccc1-3 (centres undefined)	8%
COc1ccccc1CNC(=O)C1CCN(S(=O)(=O)c2ccc3c(c2)OCCO3)CC1	20%
CNCC(=O)N1CCC2(CC1)CN(Cc1ccccc1)CC2CO (centres undefined)	-18%
O=C(NCc1n[nH]c(=O)c2ccccc12)c1cc(Cl)ccc1Cl	11%
O=C(c1cccc(Br)c1)N1CCN(c2ccccn2)CC1	11%
O=C1CO[C@H]2CN(Cc3ccc4c(c3)OCO4)C[C@H]2N1Cc1ccccn1	?
O=C(CCC1CCCN(C(=O)Cc2c[nH]c(=O)[nH]c2=O)C1)Nc1ccccc1F (centres undefined)	18%
Cn1nccc1C(=O)N1C[C@@H](Oc2cccnc2)C[C@H]1C(=O)NC1CC1	18%
CC(=O)Nc1ccc(C(=O)C(C)SC2CCCCC2)cc1 (centres undefined)	15%
CC(C)(C)OC(=O)N/N=C/c1c(Cl)cccc1Cl	9%
C[S+](=O)([O-])N1CCCC(c2nn(-c3ccccc3)c(=O)[nH]2)C1 (centres undefined)	-17%[86.2 µM]
CCc1ccc(C(=O)N2CC(c3nnc(C(C)C)o3)C3(CCOCC3)C2)cc1 (centres undefined)	6%
CCN(CC)S(=O)(=O)c1ccc2nc(N)sc2c1	-12%
Oc1ccc(/C=C/c2cc(-c3ccccc3)cc(-c3ccccc3)[o+]2)cc1	?
COc1ccc(C2NC(=O)N(C)C3=C2C(=O)N(c2ccc(C)cc2)C3)cc1 (centres undefined)	?
CC(Sc1ccc2c(c1)CCC2)C(=O)Nc1ccc(C(N)=O)cc1 (centres undefined)	0%
Cn1ncc(N2CCCC(C(=O)NCCCc3ccccc3)C2)cc1=O (centres undefined)	-21%

Next structures follow:
canonical_smiles	KDM5B inhibitor
COc1ccc(C(=O)Nc2ccc(C(=O)N3CCCCC3C)cc2)c(OC)c1OC (centres undefined)	28%
COC(=O)Cn1c(=O)n(CCc2ccccc2)c(=O)c2sc3c(c21)COC(C)(C)C3	17%
Cc1cc(C(=O)N[C@H](C)c2onc(C)c2C(=O)O)c(C)o1	-29%[86.2 µM]
Cn1nc(C2CCN(S(=O)(=O)c3cccs3)CC2)n(CCc2ccccc2)c1=O	26%
CCOC(=O)c1ccc(NC(=O)Cn2cc(C(=O)c3cccs3)c3ccccc32)cc1	?
O[C@@H]1C[C@@H](c2nc(-c3ccc(F)cc3)no2)N(Cc2ccncc2)C1	?
COc1ccc(CN2CCN(CC(N)=O)CC2CCO)c(F)c1 (centres undefined)	19%
CCn1c(=O)n(-c2ccc3c(c2)OCO3)c2nc(-c3ccc(C(C)C)cc3)nc(C(N)=O)c21	?
CC1C(=O)C(C)C(c2cc(Cl)ccc2O)NC1c1cc(Cl)ccc1O (centres undefined)	?
CC(C)(C)C(=O)OCc1nc(-c2ccc(C(F)(F)F)cc2)cs1	-13%
CS(=O)(=O)c1ccc(CC(=O)N2CCc3nn(CC#N)c(=O)n3CC2)cc1	-16%
Cc1nc2c(c(-c3ccc(Cl)cc3)n1)CCN(C(=O)c1ccc(F)cc1)CC2	11%
COc1cc(C(=O)N2CCCC2c2nonc2C)ccc1OC1CCN(C(C)=O)CC1 (centres undefined)	-13%
CN[C@@H](CC(C)C)C(=O)N[C@@H]1C=C(C(=O)N[C@H]2CCCNC2=O)C[C@@H](O)[C@@H]1O	-32%[86.2 µM]
COc1ccc(-c2noc(CSc3nnc(Cc4ccccc4)n3-c3ccc(F)cc3)n2)cc1	-16%
CCC(NS(=O)(=O)c1ccc(C(=O)NC2CC2)cc1)c1cnn(C)c1 (centres undefined)	1%
COc1ccc(OC)c(CCNC(=O)c2ccc3c(c2)c(C)c(C)n3Cc2ccccc2)c1	?
CC(C)CSc1nc2c(c(=O)n(C)c(=O)n2C)n1CCCc1ccccc1	4%
CCOC(=O)c1cc(S(=O)(=O)Nc2cccc(C)c2C)[nH]n1	3%
O=C(Nc1ccc(Cl)cc1Cl)c1ccc2cc[nH]c2n1	89µM*

Two neighbouring entries out of the list so far, for reference:
canonical_smiles	KDM5B inhibitor
COc1ccc(C(=O)Nc2ccc(C(=O)N3CCCCC3C)cc2)c(OC)c1OC (centres undefined)	28%
COC(=O)Cn1c(=O)n(CCc2ccccc2)c(=O)c2sc3c(c21)COC(C)(C)C3	17%

Other results
canonical_smiles	KDM5B inhibitor
COc1cc(C)cc2oc(=O)c(CC(=O)NCc3ccc(C)cc3)c(C)c12	?
COc1ccc(Cl)cc1NC(=O)CSC1=Nc2ccccc2C2=NC(CC(=O)NC3CCCCC3)C(=O)N12 (centres undefined)	21%
COc1ccc2[nH]cc(/C=C/c3cc[n+](C)cc3)c2c1	-27%
COc1ccc(CNC(=O)c2ccc3c(c2)CCN3S(=O)(=O)c2ccc(C)cc2)cc1	0%
O=C(Cn1nnc(-c2ccc(F)cc2)n1)c1ccc2c(c1)CCCC2	-28%
CN(C)C(=O)CNS(=O)(=O)c1ccc(F)c(Cl)c1	15%
CN1CCc2c([nH]c3ccccc23)C12CCN(C(=O)c1cc(CN3CCOCC3)on1)CC2	-10%
CCCN(CCC)c1nc(-c2ccccc2O)nc2ccccc12	8%
Cc1ccc(C(=O)c2cn(CC(=O)NC3CCCCC3)c3nc(C)ccc3c2=O)cc1	-3%
Cc1nn(-c2ccc(C(=O)NC3CCCC3)cc2)c(NC(=O)C2CC2)c1-c1ccccc1	7%
CC(=O)N1CCC(Cc2ccc(C(=O)NCc3cn[nH]c3C)cc2)CC1	24%
N#CC1=C(N)n2ncnc2NC1c1ccccc1Cl (centres undefined)	?
Cc1nc(N2CCC(C(=O)Nc3cccc(Cl)c3C)CC2)c2c(C)c(C)oc2n1	12%
COc1ccc(OC)c(CN2C(=O)COc3ccccc3C2c2nnnn2C2CCCC2)c1 (centres undefined)	7%
CC(C)C(=O)/C(C#N)=C\c1cccc(C#N)c1	-7%
C=CCn1c(SCc2coc(-c3ccc(F)cc3)n2)nnc1C1CCS(=O)(=O)C1 (centres undefined)	1%
O=C(c1ccoc1)N1CCCn2cc(-c3ccccc3)nc21	-16%
Cc1noc(-c2ccc3c(c2)OCO3)c1C(=O)N1CCC(Cc2ccc(F)cc2)CC1	?
COc1cccc(CNC(=O)C2CCN(C(=O)N3CC(C)Oc4ccc(C)cc43)CC2)c1 (centres undefined)	-9%
CCCCn1c(=O)[nH]c(=O)c2c1nc(-c1ccc(OC)cc1)n2C	-14%

Carrying on.
canonical_smiles	KDM5B inhibitor
CCOCCCNC(=O)CN1C(=O)COc2ccc(S(=O)(=O)N3CCCC3)cc21	-20%
COc1ccc(C(=O)Nc2cccc(/C=C(\CCC(=O)O)c3nc4ccccc4s3)c2)cc1	?
CCCCC1CCC(c2ccc(-c3ccc(CC)cc3)nc2)CC1 (centres undefined)	32%[activator]
CCCCn1c(N)c(N(CCOC)C(=O)c2cc(-c3ccccc3)nc3ccccc23)c(=O)[nH]c1=O	-20%
S=C(NCCSc1ccc(Cl)cc1)NC1CC1	16%
CC(C)CC(=O)N1CCC(c2noc(-c3cnccn3)n2)C1 (centres undefined)	-2%
O=C(C1CC(=O)N(C2CC2)C1)N1CCC(Oc2cccc(Cl)c2)CC1 (centres undefined)	-26%
CC(C)NC(=O)Nc1c(NC2CCCCC2)c2ccccc2oc1=O	19%
COc1ccc2c(ccn2CC(=O)NCC2CCC(C(=O)O)CC2)c1 (centres undefined)	-12%
O=C(COc1ccc(Cl)cc1)c1ccc(Cl)cc1Cl	17%
CCn1c(CNC(C)c2ccc(F)c(F)c2)nc2cc(S(=O)(=O)N3CCOCC3)ccc21 (centres undefined)	23%
CCCc1cc(=O)oc2cc(OCC(=O)NCCc3ccc(S(N)(=O)=O)cc3)ccc12	?
O=C(O)CO[C@@H]1COCC[C@H]1NC(=O)C1(CO)CC1	-6%
CCC(CC)C(=O)Nc1c(C(=O)N2CCN(c3ccccc3)CC2)oc2ccccc12	-28%
Cc1cccc(C(=O)Nc2cccc(-c3cn4ccccc4n3)c2)c1	-22%

Compound activity (PubChem BioAssay)
